NRP1-CendR mod: modulators of CendR peptide binding to NRP-1, primary screen, biochemical, fluorescence polarization, uHTS; Neuropilin-1 (Homo sapiens), O14786; FAM-RPARPAR peptide binding to NRP-1; inhibition, % at 25 µM; 0.85% of 360,000 active;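 active means inhibition or corrected inhibition above about 18%, plus a signal ratio from 0.5 to 1.5, limit read from the data, passing the limit was not always enough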; further: strong numbers were not always called active
Neddylation inh: inhibitors of cullin neddylation, primary screen, biochemical, TR-FRET, uHTS, NAE and Ubc12 | 0.58% of 360,000 active | NEDD8-conjugating enzyme Ubc12 (Homo sapiens) + NEDD8-activating enzyme E1 regulatory … | calls only at 25 µM; in the data active means inhibition above about 36%
SKN-1 block: suppressors of acrylamide-induced Pgst-4::GFP reporter in worms, primary screen, SKN-1 inhibitor project, whole organism, uHTS, GFP/RFP fluorescence ratio, strain VP596 | C. elegans VP596 Pgst-4::GFP/RFP ratio, 24 h | inhibition, % at 21.8 µM | 0.49% of 360,000 active;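 active means interference check ratio from 0.5 to 1.5 plus GFP to RFP signal ratio inhibition reaching or exceeding a fixed threshold, cut at about 30% in these data, passing the limit was not always enough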; further: some compounds called inactive have numbers as strong as hits
E coli Lon inh: inhibitors of E. coli Lon protease, primary screen, biochemical, fluorescence polarization. 0.42% of 360,000 active. AID 602123, 2011. inhibition, % at 7.94 µM. purified E. coli Lon protease; in the data active means inhibition above about 13%, passing the limit was not always enough;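 further: 0% = enzyme with probe and DMSO and 100% = no enzyme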
Target sequence (P0A9M0 whole entry, looked up): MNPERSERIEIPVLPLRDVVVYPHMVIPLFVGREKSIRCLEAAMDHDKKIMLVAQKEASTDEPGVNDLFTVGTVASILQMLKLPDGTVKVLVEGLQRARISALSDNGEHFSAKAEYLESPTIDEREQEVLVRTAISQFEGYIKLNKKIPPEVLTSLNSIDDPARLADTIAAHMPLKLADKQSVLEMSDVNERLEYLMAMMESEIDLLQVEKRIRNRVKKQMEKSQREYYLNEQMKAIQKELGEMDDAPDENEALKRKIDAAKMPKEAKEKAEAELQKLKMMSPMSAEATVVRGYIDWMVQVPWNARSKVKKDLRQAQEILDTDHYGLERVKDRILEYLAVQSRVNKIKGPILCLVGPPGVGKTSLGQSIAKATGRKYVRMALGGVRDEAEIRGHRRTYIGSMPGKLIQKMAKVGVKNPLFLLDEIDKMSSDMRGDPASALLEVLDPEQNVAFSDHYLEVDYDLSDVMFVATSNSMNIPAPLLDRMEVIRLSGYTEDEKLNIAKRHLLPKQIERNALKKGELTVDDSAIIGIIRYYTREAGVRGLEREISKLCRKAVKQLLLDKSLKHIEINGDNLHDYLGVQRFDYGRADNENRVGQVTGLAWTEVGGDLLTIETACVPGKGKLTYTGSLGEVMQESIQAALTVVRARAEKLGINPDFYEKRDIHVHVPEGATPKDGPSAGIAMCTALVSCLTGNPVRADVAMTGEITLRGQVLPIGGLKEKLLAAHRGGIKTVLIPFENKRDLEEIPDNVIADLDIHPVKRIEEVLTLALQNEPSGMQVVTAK
Rin1 Abl inh: inhibitors of Rin1-Abl protein binding, primary screen, biochemical, TR-FRET. inhibition, % at 7.35 µM. 0.4% of 360,000 active. AID 588664, 2011; in the data active means inhibition above about 5%, passing the limit was not always enough
MT1-MMP act inh: blockers of MT1-MMP proenzyme processing, primary screen, HT1080 RFP-PRO-GFP cells, GFP/RFP fluorescence | Matrix metalloproteinase-14 (Homo sapiens), P50281 | GFP/RFP ratio fluorescence, overnight; percent of plate control window, DMSO zero | GFP/RFP ratio change, % at 20 µM | 0.061% of 360,000 active | AID 651647, 2012;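 active means GFP/RFP ratio change of at least 30% with cell ATP level not reduced by more than half and red fluorescence within 50% of control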; further: strong numbers were not always called active
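Material: RFP-PRO-GFP reporter HT1080 cells. Dosing: single-point 20 µM compound, 1% DMSO. Controls: DMSO and RFP-L50D-GFP cell wells. Timing: cells overnight before dosing, compound overnight, 37 °C, 5% CO2. Measure: GFP/RFP fluorescence ratio.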
FAS-TE inh: FAS thioesterase domain inhibitors, primary screen, biochemical, fluorescence intensity, uHTS; Fatty acid synthase (Homo sapiens), P49327; recombinant FAS-TE, OMFH fluorogenic substrate, fluorescence endpoint; inhibition, % at 15 µM; 0.67% of 360,000 active;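 active means compounds whose normalised, plate-corrected inhibition of enzyme fluorescence in the single-dose primary screen is 50% or more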;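 further: 0% = DMSO with enzyme and 100% = substrate without enzyme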
PABP1 MLLE inh: inhibitors of PABP1 MLLE–PAM2 peptide binding, primary screen, biochemical, fluorescence polarization, FITC-PAM2, GST-MLLE | Polyadenylate-binding protein 1 (Homo sapiens), P11940 | inhibition, % at 20 µM | 0.36% of 360,000 active | AID 588489, 2011; in the data active means inhibition above about 35%, passing the limit was not always enough;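 further: plate controls were DMSO wells with GST-MLLE for no effect and wells lacking GST-MLLE protein for full effect; some results filed as inactive read as strong as hits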
bovine MsrA act: bovine MsrA enzyme activators, primary screen, biochemical, absorbance, HTS; purified bovine MsrA, absorbance read-out; 0.3% of 360,000 active; Methionine sulfoxide reductase A (Bos taurus); AID 602163, 2012; activation, % at 10.6 µM; in the data active means activation above about 7.5%;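 further: 0% = vehicle and 100% = reference activator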
* hit, by the source's call; i = inactive; · = no result given; + = active, no number.

The first two entries, ahead of the listing:
Screens in order – NRP1-CendR mod, Neddylation inh, SKN-1 block, E coli Lon inh, Rin1 Abl inh, MT1-MMP act inh, FAS-TE inh, PABP1 MLLE inh, bovine MsrA act
COC(=O)c1ccccc1N1C(=O)[C@@H]2C(c3ccc(Br)cc3)=NO[C@@H]2C1=O
→ 11, i, 0, -1, -1, -1, 3, 3, -2
CC1(C)CC(=O)c2cc3c(N)c(C(=O)NCc4ccccc4)sc3nc2C1
→ 9, i, -22, -4, -3, 2, -29, -8, -1

The whole of this part, from the start:
Screens in order – NRP1-CendR mod, Neddylation inh, SKN-1 block, E coli Lon inh, Rin1 Abl inh, MT1-MMP act inh, FAS-TE inh, PABP1 MLLE inh, bovine MsrA act
COC(=O)c1ccccc1N1C(=O)[C@@H]2C(c3ccc(Br)cc3)=NO[C@@H]2C1=O
→ 11, i, 0, -1, -1, -1, 3, 3, -2
CC1(C)CC(=O)c2cc3c(N)c(C(=O)NCc4ccccc4)sc3nc2C1
→ 9, i, -22, -4, -3, 2, -29, -8, -1
CC(C)C[C@H](NC(=O)c1nc[nH]c1C(=O)N1CCNCC1)C(=O)OCc1ccccc1
→ 9, i, 1, -3, 0, -3, -10, -1, -1
CCCn1c(SCC(=O)Nc2cc(S(=O)(=O)N3CCCCC3)ccc2C)n[nH]c1=O
→ 2, i, 2, -10, 1, 3, -7, -33, 0
O=C(Oc1cccc2c(OC(=O)N3CCCC3)cccc12)N1CCCC1
→ -2, i, 3, -3, 5, 5, -4, 8, -6
Cc1ccccc1-n1ncc2c1CC(C)(C)CC2NC(=O)c1ccncc1 (stereo not drawn)
→ 44*, i, 14, -4, -1, -1, -2, 0, -4
COCCOc1cc(Nc2nnc(C(F)(F)F)s2)c(Cl)cc1Cl
→ 1, i, -10, -7, 4, 1, -97, -13, -4
COC(=O)[C@@]12C[C@@H](CC(=O)NCC34CC5CC(CC(C5)C3)C4)C(=O)N(CCc3ccc(OC)c(OC)c3)C1=CCC(C)(C)C2
→ -5, i, 0, ·, ·, -18, ·, ·, ·
O=C(c1cc(COc2ccc3ncccc3c2)on1)N1CCC(O)CC1
→ 3, i, 4, 2, 4, 5, -4, -5, -4
CCC(=O)c1cn(CC(=O)Nc2ccccc2)c2ccccc12
→ 34*, i, -1, 14, -5, -1, 2, -1, -7
CCOC(=O)C1=C(O)CCn2c1nc1ccccc12
→ 10, i, 6, -4, -1, 11, -4, 7, -1
COC(=O)CSc1cc(C(F)(F)F)nc(-c2ccccn2)n1
→ -6, i, -4, -1, 0, 2, -8, 2, -2
COC(=O)N/N=C/c1cc(C)n(-c2ccc(Br)cc2)c1C
→ -8, i, 16, 0, 4, -5, -2, -3, -3
CCC(=O)c1ccc(OCC(=O)NCc2ccccc2CN2CCCC2)cc1
→ -10, i, 19, -5, 5, -3, -4, 7, -1
O=C(CN1CCCCC1)Nc1ccc(C(F)(F)F)cc1Cl
→ -6, i, -14, 10, 0, 0, 20, 4, -4
Cn1nc(C(=O)NNC(=O)c2cccc(Cl)c2)ccc1=O
→ 14, i, 3, 6, -1, 0, -2, -3, -4
CN1CCN(NC(=O)/C=C/c2ccc(Br)cc2)CC1
→ 9, i, 25, 0, 0, 3, -2, 1, -1
COc1ccc2c(c1)C(O)C(CO)C(C(=O)O)C2 (stereo not drawn)
→ 0, i, -6, -15, -1, 1, -9, -3, -4
CN(Cc1nccn1C)C(=O)c1ccc2nc(Cc3ccccc3F)oc2c1
→ 7, i, -5, -5, 0, 4, -3, 11, -2
O=C(NCc1ccccc1)Nc1cccn(Cc2ccc(Cl)cc2)c1=O
→ -19, i, 0, 6, 5, 0, -7, -11, -6
Cc1ccc(-c2csc(NC(=O)c3ccc([N+](=O)[O-])o3)n2)cc1
→ 2, i, 1, -12, 4, -10, 45, 8, -7
CCn1c(SCc2cccc(C)c2)nnc1-c1ccccc1
→ -2, i, 6, -1, 0, 5, -2, -14, -3
COc1ccc(S(=O)(=O)n2c([N+](=O)[O-])cnc2C)c(C)c1C
→ 17, i, 13, -7, 4, -2, -7, -7, -6
CN1/C(=C\C(=O)Nc2ccc(Cl)cc2)C(C)(C)c2ccccc21
→ 0, i, 28, 5, 1, 5, 24, 8, -3
Cc1cccc(NC(=O)CN2C(=O)CCS(=O)(=O)c3ccccc32)c1C
→ 5, i, 2, 0, 4, -5, -7, 12, 1
COc1ccc(C(=O)OCCc2ccc(O)cc2)cc1
→ 9, i, -19, -2, -1, 7, 0, 16, -2
Cc1ccc(C)c(-n2c3nc(=O)[nH]c(=O)c-3cc3cc([N+](=O)[O-])ccc32)c1
→ -47, i, -3, 60*, -2, -7, -5, 6, -3
Fc1ccc(C2=CSC3=NCCN23)cc1
→ 10, i, -10, -8, 7, 0, -105, -4, -7
CCn1cc(C(=O)NCc2ccco2)c(=O)c2ccc(C)nc21
→ 8, i, 18, 0, -1, 2, 6, -5, 1
COc1nnc(-c2ccc(C)c(S(=O)(=O)NCCO)c2)c2ccccc12
→ 17, i, -2, -1, -1, 3, -5, 1, -2
NC(=O)Cn1c2[n+](c3ccccc31)CC(O)CS2 (stereo not drawn)
→ 5, i, -1, 13, -1, 0, -6, 9, -1
Cc1ccc(N(C(=O)c2ccc(S(=O)(=O)N(C)C)cc2)C2C=CS(=O)(=O)C2)cc1 (stereo not drawn)
→ 1, i, -13, -6, -1, -2, -6, -3, -10
O=C(Cn1ncc2c([nH]c3ccccc32)c1=O)NCCc1ccccc1
→ 6, i, 3, 2, 1, ·, -5, -2, -12
CCCn1c(C)cc(-c2csc(NC(=O)CCc3nc4ccccc4c(=O)[nH]3)n2)c1C
→ -12, i, 13, -11, -5, -6, -2, -28, -3
Cc1cc(NC(=O)C23CCC(C)(C(=O)O2)C3(C)C)no1 (stereo not drawn)
→ -3, i, -5, -4, -2, 0, -6, -2, -4
COc1cccc(N2CC(C(=O)Nc3nnc(SCC(=O)N4CCCC4)s3)CC2=O)c1 (stereo not drawn)
→ 19, i, 10, -1, 5, -1, 0, -36, -3
Cc1cc2cc(CN(CC3CCCO3)C(=S)NCc3ccco3)c(=O)[nH]c2cc1C (stereo not drawn)
→ -22, i, 11, -19, -1, -4, 2, -63, -5
Cc1cc(C(=O)Nc2cc(C)n(Cc3ccc(Cl)cc3)n2)no1
→ 0, i, -12, -5, 1, -2, 4, 0, -2
O=C(Nc1ccccc1)C1=C(O)CC(c2ccc(Cl)cc2)N2CCN=C12 (stereo not drawn)
→ -2, i, 17, 2, 2, -2, 21, -28, -4
O=C(O)c1oc2ccc(Br)cc2c1-n1cccc1
→ -3, i, -11, 6, -1, -1, -14, 4, -7

Record cards, from the list above. Values in the order: NRP1-CendR mod, Neddylation inh, SKN-1 block, E coli Lon inh, Rin1 Abl inh, MT1-MMP act inh, FAS-TE inh, PABP1 MLLE inh, bovine MsrA act
CCn1c(SCc2cccc(C)c2)nnc1-c1ccccc1 in the list: -2, i, 6, -1, 0, 5, -2, -14, -3
NC(=O)Cn1c2[n+](c3ccccc31)CC(O)CS2 (stereo not drawn) in the list: 5, i, -1, 13, -1, 0, -6, 9, -1

Carrying on.
Screens in order – NRP1-CendR mod, Neddylation inh, SKN-1 block, E coli Lon inh, Rin1 Abl inh, MT1-MMP act inh, FAS-TE inh, PABP1 MLLE inh, bovine MsrA act
COc1ccc(S(=O)(=O)N2CCCCC2)cc1
→ 16, i, -20, -4, 1, 3, -8, 12, -10
O=C(O)c1ccc(COc2ccccc2[N+](=O)[O-])o1
→ 9, i, 8, -2, -1, 1, -7, 6, -3
CCC(=O)N1c2ccc(S(=O)(=O)N3CCN(C)CC3)cc2CC1C (stereo not drawn)
→ 9, i, -1, -5, -1, -1, -9, 3, 0
COc1ccc(CNc2c(CO)cnc3c2cnn3C)cc1
→ 10, i, 0, 4, 5, -6, 2, 15, -5
CCn1c2ccccc2c2cc(NC(=O)c3ccccc3-c3ccccc3C(=O)O)ccc21
→ -6, i, 24, 7, 1, -4, 1, -5, -2
CC(C)c1ccc(OC(=O)c2cccc(S(=O)(=O)N3CCN(C)CC3)c2)cc1
→ -2, i, 1, -2, 1, 0, 2, -113, -2
CCOc1ccc(-n2c(C)nc3cc(C(=O)NCCCN4CCOCC4)ccc32)cc1
→ 2, i, 3, -6, -1, -3, -3, 1, -3
CCN(CC(=O)NC1CCS(=O)(=O)C1)C(C)C(=O)Nc1ccc(F)cc1 (stereo not drawn)
→ 2, i, -14, -2, 2, 3, -5, -30, -1
CCCCN(CCCC)CCNC(=O)CN1C(=O)COc2ccc(S(=O)(=O)N3CCC(C)CC3)cc21
→ 11, i, 7, 2, 3, -2, -2, -8, 1
COc1ccccc1NC(=O)CN(Cc1ccccc1)S(C)(=O)=O
→ 8, i, 2, -11, 1, 2, -11, 8, -14
CCN1C(=O)c2cccc3c(NC(=O)C4CCCCC4)ccc1c23
→ -51, i, 1, 6, -6, 11, -4, -11, -3
COc1ccc(CNCc2ccc3c(c2)OCO3)c(OC)c1OC
→ 1, i, 18, 5, -2, -1, -3, -12, -1
C=CC1(C)CN(Cc2ccco2)S(=O)(=O)c2c(F)cccc2O1 (stereo not drawn)
→ -1, i, -3, -3, -1, -1, 1, -12, -3
Cn1c(=O)c(-c2ccccc2[N+](=O)[O-])c(Cl)c2ccccc21
→ 11, i, 8, 1, -2, 0, 4, -9, -2
CC(CCl)n1c(=O)c2ccccc2n1C(=O)c1ccccc1 (stereo not drawn)
→ 12, i, 11, -2, ·, ·, 0, ·, -12
O=S1(=O)CC(O)C(NCc2ccco2)C1 (stereo not drawn)
→ -1, i, -4, -6, 5, -2, -5, -2, -12
O=C(N/N=C/c1c[nH]c2ccc(Br)cc12)C1CC1
→ 6, i, -4, 6, -1, 5, -4, 3, -6
COC(=O)c1ccc(S(=O)(=O)N(CCO)Cc2ccccc2)n1C
→ 16, i, -5, 1, 0, 1, -5, -13, -1
CCCNc1nc(-c2ccccc2)c(C(=O)OCC)cc1C#N
→ -8, ·, 4, 2, 0, -3, 10, 5, -6
COc1cc2c(cc1OC)C(COc1ccc([N+](=O)[O-])cc1)NCC2 (stereo not drawn)
→ 3, i, 12, -3, 1, -10, 3, 3, -1
CC(=O)Nc1ccc(-c2ccnc3c2CC(C(=O)NCc2cccc(Cl)c2)O3)cc1 (stereo not drawn)
→ -12, i, -13, 7, 1, 15, 4, 11, -5
COc1ccc(Nc2oc(COc3ccccc3OC)nc2C#N)cc1
→ -6, +, 3, 3, -1, -2, -6, -5, -2
CCNc1ccc(S(=O)(=O)N(C)C)cc1NCC(=O)Nc1ccc(Br)cc1F
→ -16, i, 18, -11, -1, -5, 23, -1, -2

Screening results from PubChem.
